NPSR antagonist – qHTS Assay for Antagonists of the Neuropeptide S Receptor: cAMP Signal Transduction | Q6W5P4 | CHO-NPSR cells, cAMP TR-FRET, antagonist mode | Potency, µM (doses to about 38.3 µM), for inactives: top-dose activity change, negative = inhibition, hits mostly inhibitors | 220,000 compounds, 1% hits | AID 1461, 2008; further: potency means the concentration at half of the fitted maximal effect; on the % scale 0 is the no-effect control and ±100 the full control effect; nearly all actives have a fitted effect of over 50% in size; many of its hits are not listed in these tables
Target sequence (Q6W5P4 whole entry, looked up): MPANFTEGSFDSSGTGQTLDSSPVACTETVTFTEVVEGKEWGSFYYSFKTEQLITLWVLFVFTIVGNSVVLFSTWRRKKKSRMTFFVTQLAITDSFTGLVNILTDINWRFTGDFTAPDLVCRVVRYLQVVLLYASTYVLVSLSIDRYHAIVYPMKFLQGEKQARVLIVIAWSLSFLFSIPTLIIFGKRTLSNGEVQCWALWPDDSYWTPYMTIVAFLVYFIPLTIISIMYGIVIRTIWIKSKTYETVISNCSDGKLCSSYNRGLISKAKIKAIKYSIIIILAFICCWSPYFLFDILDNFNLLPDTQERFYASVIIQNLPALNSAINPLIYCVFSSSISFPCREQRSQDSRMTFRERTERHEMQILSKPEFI
aGal spleen mod – qHTS Assay for Inhibitors and Activators of Human alpha-Galactosidase From Spleen Homogenate; Alpha-galactosidase A (Homo sapiens), P06280; human spleen homogenate, 4MU-alpha-Gal fluorescence, 40 min; Potency, µM (highest dose often 80 µM), inactives show top-dose activity change, negative = inhibition, actives largely listed as inhibitors; 240,000 compounds, 0.008% hits;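 further: potency means the concentration at half of the fitted maximal effect; 0% = enzyme with vehicle and -100% = no enzyme basal signal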
Target sequence (P06280 32-429 limits assumed): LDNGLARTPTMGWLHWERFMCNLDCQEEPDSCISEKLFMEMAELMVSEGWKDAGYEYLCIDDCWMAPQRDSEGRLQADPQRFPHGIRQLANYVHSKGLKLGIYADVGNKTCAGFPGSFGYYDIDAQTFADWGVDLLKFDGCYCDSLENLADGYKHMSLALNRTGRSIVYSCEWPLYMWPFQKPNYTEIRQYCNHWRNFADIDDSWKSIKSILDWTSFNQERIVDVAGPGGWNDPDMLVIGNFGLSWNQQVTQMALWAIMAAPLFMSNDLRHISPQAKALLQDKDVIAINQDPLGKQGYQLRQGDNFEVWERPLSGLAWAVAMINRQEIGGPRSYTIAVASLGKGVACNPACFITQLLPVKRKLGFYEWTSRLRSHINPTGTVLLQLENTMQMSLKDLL
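qHTS titration in buffer at pH 5.0. Alpha-galactosidase activity in spleen homogenate was measured via 4-methylumbelliferone release from 1 mM fluorogenic substrate after 40 min at 37C and a pH 10 stop. AC50 came from Hill fits of control-normalized data.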
IMPase Li cell – qHTS Assay for Identifying the Cell-Membrane Permeable IMPase Inhibitors: Potentiation with Lithium | CHO-M1 cells, IP1 TR-FRET (IP-One), carbachol + lithium | Potency, µM (series often up to 59.4 µM), inactives show top-dose activity, negative = IMPase inhibition, most hits filed as inhibitors | 210,000 compounds, 0.35% hits;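 further: IP1 builds up when IMPase is blocked and the TR-FRET signal falls; potency means the concentration at half of the fitted maximal effect; plate controls were basal vehicle for no effect and high inhibitor control for full effect; nearly all actives have a fitted effect of over 50% in size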
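IP1 accumulation measured by competitive TR-FRET in lysed CHO-M1 cells after 30 min compound exposure at 37C, with a small lithium addition to potentiate weak responses. Hill-equation AC50 from ratio and donor-channel data.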
CBFb RUNX1 block – qHTS Assay for Compounds Blocking the Interaction Between CBF-beta and RUNX1 for the Treatment of Acute Myeloid Leukemia; Potency, µM (top dose mostly 59.8 µM), for inactives: top-dose activity, negative = inhibition, hits mostly inhibitors; AlphaScreen CBFb-His/RUNX1-biotin binding, biochemical; AID 1477, 2009; Runt-related transcription factor 1 (Homo sapiens) + Core-binding factor subunit beta …; 230,000 tested, under 10 active; further: % of control where 0% means no effect
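His-tagged CBF-beta and biotinylated RUNX1 (30 nM each) were premixed 20 min at room temperature, exposed to compound for 15 min, then given nickel-chelate and streptavidin AlphaScreen beads (50 ng each). After 90 min, AlphaScreen signal was read.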
Luc counter – Counterscreen for Luciferase (Kinase-Glo TM) Inhibition; Kinase-Glo luciferase, ATP luminescence, 8 min; Potency, µM (doses to about 38.3 µM), for inactives: at the highest dose activity change, negative = inhibition, usual class: inhibitors; Luciferin 4-monooxygenase (Photuris pensylvanica), Q27757; 200,000 compounds, 0.28% hits; further: potency means the concentration at half of the fitted maximal effect; on the % scale 0 is the no-effect control and ±100 the full control effect; nearly all actives have a fitted effect of over 60% in size
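Light output from Kinase-Glo luciferase with luciferin and 10 uM ATP in 50 mM imidazole pH 7.2, KCl, MgCl2, Tween 20, BSA; compound pin-delivered, 8-min ambient incubation, then luminescence read.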
Lamin A splicing – qHTS Assay for Modulators of Lamin A Splicing; HeLa LMNA splicing GFP/RFP minigene ratio, 48 h; AID 1487, 2009; Potency, µM (highest dose often 46.1 µM), for inactives: at the top dose ratio change, negative = inhibition, most hits filed as inhibitors; 200,000 compounds, 0.01% hits; active means well fitted inhibition curve with a large enough effect in the signal ratio, with a control signal flat, not every such curve was filed as active; inconclusive means small, poorly fitted or top-dose-only effect, or effect the other way, or a change in a side signal; the % refers to the signal ratio; further: potency means the concentration at half of the fitted maximal effect; on the % scale 0 is the no-effect control and ±100 the full control effect
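S3 HeLa cells stably expressing lamin A-EGFP splicing minigene plus DsRed2, 600 cells/well, 48 h compound exposure at 37C. Laser-scanning cytometry; analysed as GFP (500-530 nm)/RFP (575-640 nm) total intensity ratio; 0.5% DMSO vehicle.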
Epigenetic reg – Quantitative High-Throughput Screen for Regulators of Epigenetic Control; murine LDR cells, GFP reporter derepression, 30 h; Potency, µM (doses to about 53.9 µM), for inactives: top-dose GFP activation, hits mostly activators; 280,000 compounds, 0.2% hits; further: potency means the concentration at half of the fitted maximal effect; % of control where 0% means no effect; nearly all actives have a fitted effect of over 60% in size
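Derepression of a silenced CMV-GFP reporter in murine LDR cells is scored by enumerating GFP-positive cells with a laser-scanning microplate cytometer after 30 hours of treatment at 37 C.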
Numbers without * were called inactive; [ ] = dose if it differs, or a comment. Unless noted, the call rests on the fitted dose curve; in most records, active means well fitted curve in the direction sought with a large enough effect; inconclusive means small, poorly fitted or top-dose-only effect, or another doubt; inactive means no such curve, though single readings can be large; an effect the other way counts as inactive or inconclusive. Only part of the results is shown; rates above refer to the full screens.

For O=C(NCc1cccs1)C1CCCN(S(=O)(=O)c2cccc3cccnc23)C1 (stereo not given) the results were NPSR antagonist -17%[46.1 µM], aGal spleen mod -4%, IMPase Li cell 4%[38.3 µM], CBFb RUNX1 block -4%, Luc counter -1%, Lamin A splicing -10% and Epigenetic reg 0.8%.
O=C(NCCc1ccc([N+](=O)[O-])cc1)c1ccccc1 was read as NPSR antagonist 15%[7.67 µM], aGal spleen mod -4%, CBFb RUNX1 block 2% and Epigenetic reg -1.4%.
Screening Cc1ccc(C)c(C(=O)NCc2ccncc2)c1 returned NPSR antagonist -8%[46.1 µM], aGal spleen mod -3%, IMPase Li cell 22%[38.3 µM], CBFb RUNX1 block 6%, Luc counter 2%, Lamin A splicing 3% and Epigenetic reg -1.1%.
`CCOc1cc(/C=N\Nc2nc(Nc3ccccc3)nc(N3CCOCC3)n2)ccc1OC(=O)c1ccco1` gave NPSR antagonist -12%, aGal spleen mod -6%, IMPase Li cell 4%, CBFb RUNX1 block -20%, Luc counter -2%, Lamin A splicing inconclusive and Epigenetic reg -0.1%.
Screening C=CCN(C(=O)c1ccccn1)C(C(=O)NCc1ccccc1)c1ccccc1F (stereo not given) returned NPSR antagonist -6%, aGal spleen mod 8%, IMPase Li cell 20%, CBFb RUNX1 block -9%, Luc counter -2%, Lamin A splicing -12%[46 µM] and Epigenetic reg -1.0%.
For Cc1ccccc1Cn1cc(NC(=O)COc2ccccc2)cn1 the results were NPSR antagonist -3%[46.1 µM], aGal spleen mod -3%, IMPase Li cell 6%[38.3 µM], CBFb RUNX1 block -2%, Luc counter -3%, Lamin A splicing -3% and Epigenetic reg -1.1%.
For CCOC(=O)c1c(NC(=S)Nc2ccccc2)sc2c1CCCCC2 the results were NPSR antagonist inconclusive, aGal spleen mod 1%, IMPase Li cell -16%[38.3 µM], CBFb RUNX1 block 4%, Luc counter -3%, Lamin A splicing inconclusive and Epigenetic reg -1.8%.
For CC(C)(C)OC(=O)NCCC(=O)N/N=C/c1cccc2nccnc12 the results were NPSR antagonist 9%, aGal spleen mod -1%, CBFb RUNX1 block 3% and Epigenetic reg -1.3%.
O=C(c1cccnc1Nc1ccccc1F)N1CCOCC1 was read as NPSR antagonist 4%, aGal spleen mod -2%, IMPase Li cell 2%, CBFb RUNX1 block -7%, Luc counter -2% and Epigenetic reg -1.2%.
Screening COC(=O)c1ccc(-c2nc(O)c(C)s2)cc1 returned NPSR antagonist -8%, aGal spleen mod -7%, IMPase Li cell 3%, CBFb RUNX1 block -4%, Luc counter -1%, Lamin A splicing inconclusive and Epigenetic reg -1.2%.
O=C(Nc1ccc(F)c(F)c1)c1oc2ccccc2c1NC(=O)C1CCCO1 (stereo not given) was read as NPSR antagonist -29%, aGal spleen mod 0%, IMPase Li cell 6%, CBFb RUNX1 block 3%, Luc counter -3%, Lamin A splicing 15%[46 µM] and Epigenetic reg 2.5%.
`O=C(O)CS(=O)CC(=O)Nc1cccc(C(F)(F)F)c1` (stereo not given) gave NPSR antagonist 10%, aGal spleen mod -6%, IMPase Li cell -8%, CBFb RUNX1 block -2%, Luc counter 5% and Epigenetic reg -4.8%.
Screening CNC(=S)N/N=C/c1c(C)cccc1Cl returned NPSR antagonist inconclusive, aGal spleen mod 0%, CBFb RUNX1 block 2% and Epigenetic reg -0.7%.
`COc1cc(/C=N\Nc2nc3ccccc3o2)cc(OC)c1OC` gave NPSR antagonist -3%[46.1 µM], aGal spleen mod 1%, IMPase Li cell 3%, CBFb RUNX1 block 9%, Luc counter -5%, Lamin A splicing inconclusive and Epigenetic reg 1.2%.
Screening O=C(CSc1nnc(NC2CCCCC2)s1)NN1C(=O)NC2(CCCCC2)C1=O returned NPSR antagonist 10%[46.1 µM], aGal spleen mod 2%, CBFb RUNX1 block -6%, Lamin A splicing -10% and Epigenetic reg -0.9%.
`CC(N=c1ccccn1C(=O)Nc1cccc(C(F)(F)F)c1)c1ccco1` (stereo not given) gave NPSR antagonist -16%[46.1 µM], aGal spleen mod 1%, IMPase Li cell -15%[38.3 µM], CBFb RUNX1 block 5%, Luc counter -1%, Lamin A splicing -2% and Epigenetic reg -1.6%.
CSc1nc2c(c(=O)n1Cc1ccccc1)SC(C)C2 (stereo not given) was read as NPSR antagonist inconclusive, aGal spleen mod 3%, IMPase Li cell 21%[38.3 µM], CBFb RUNX1 block -8%, Luc counter 1%, Lamin A splicing -2% and Epigenetic reg 0.0%.
CCNc1nc(NC(C)C)nc(NC(C)(C)C)n1 was read as NPSR antagonist -25%, aGal spleen mod -2%, IMPase Li cell 26%, CBFb RUNX1 block 5%, Luc counter -1%, Lamin A splicing -10%[46 µM] and Epigenetic reg 0.0%.
Cc1cc(C)nc(SCc2cc(=O)c(OC(=O)c3ccc(S(=O)(=O)N4CCCC4)cc3)co2)n1 was read as NPSR antagonist 1%, aGal spleen mod 6%, IMPase Li cell 6%, CBFb RUNX1 block 2%, Luc counter 0%, Lamin A splicing inconclusive and Epigenetic reg 1.1%.
For O=C(Nc1ccccc1)N(CCN1CCOCC1)Cc1ccccc1F the results were NPSR antagonist -9%[46.1 µM], aGal spleen mod 11%, IMPase Li cell 20%[38.3 µM], CBFb RUNX1 block 10%, Luc counter -1%, Lamin A splicing 2% and Epigenetic reg -0.2%.
`O=C(CCSc1nc(-c2ccco2)cc(C(F)(F)F)n1)Nc1ccc2c(c1)OCO2` gave NPSR antagonist -23%[46.1 µM], aGal spleen mod 0%, IMPase Li cell 31%[38.3 µM], CBFb RUNX1 block 2%, Luc counter 5%, Lamin A splicing -13% and Epigenetic reg -6.3%.
CC(C)(C)C1C=C(Sc2ccccc2)C(=O)O1 (stereo not given) was read as NPSR antagonist 1%, aGal spleen mod 2%, IMPase Li cell 4%, CBFb RUNX1 block 17%, Luc counter 0%, Lamin A splicing inconclusive and Epigenetic reg 1.9%.
For Cc1ccccc1-c1nc(NC2CC2)c2ccccc2n1 the results were aGal spleen mod 5%, IMPase Li cell -4% and Lamin A splicing -14%.
Screening COc1ncc2nc(-c3cn(C)c4ccccc34)c(=O)n(Cc3ccc(F)cc3)c2n1 returned aGal spleen mod -10%, IMPase Li cell 6% and Luc counter -2%.
Screening Cc1ccccc1-n1nc(C)c2cc(C(=O)N3CCN(S(=O)(=O)c4ccc(F)cc4)CC3)sc21 returned NPSR antagonist 8%[46.1 µM], aGal spleen mod 6%, IMPase Li cell -8%, CBFb RUNX1 block 0%, Luc counter 4%, Lamin A splicing -19% and Epigenetic reg 0.0%.
Screening Nc1c(C(=O)NCc2ccco2)sc2nc3c(cc12)C(=O)CCC3 returned NPSR antagonist -14%[46.1 µM], aGal spleen mod -5%, IMPase Li cell 17%[38.3 µM], CBFb RUNX1 block -20%, Luc counter -3%, Lamin A splicing 11% and Epigenetic reg -0.8%.
For CCOC1(C(F)(F)F)NC(=O)N(Cc2ccc(OC)cc2)C1=O (stereo not given) the results were NPSR antagonist -4%[46.1 µM], aGal spleen mod 18%, CBFb RUNX1 block 1%, Lamin A splicing -2% and Epigenetic reg -1.0%.
`CCOc1ccc(Oc2nc(C)cc(OC)n2)nn1` gave NPSR antagonist 8%, aGal spleen mod -2%, IMPase Li cell -5%, CBFb RUNX1 block 10%, Luc counter 2%, Lamin A splicing -5% and Epigenetic reg 0.0%.
Screening CCCCn1c(SCC(=O)c2ccc3c(c2)OCCO3)nnc1-c1ccco1 returned NPSR antagonist -15%[46.1 µM], aGal spleen mod -4%, IMPase Li cell 10%[38.3 µM], CBFb RUNX1 block 3%, Luc counter 1%, Lamin A splicing 7% and Epigenetic reg 0.0%.
CCCCCCCCCC(=O)N1c2ccccc2NC(=O)C1CC(=O)Nc1ccc(C(=O)O)cc1 (stereo not given) was read as NPSR antagonist -4%, aGal spleen mod 3%, CBFb RUNX1 block -4% and Epigenetic reg 2.0%.
For Cn1c(/C=N/c2nc3ccccc3[nH]2)nc2ccccc21 the results were NPSR antagonist -6%[46.1 µM], aGal spleen mod -2%, IMPase Li cell 7%[38.3 µM], CBFb RUNX1 block -6%, Luc counter 2%, Lamin A splicing -5% and Epigenetic reg -1.0%.
COc1ccc(-c2noc(C3CCCN(C(=O)c4ccc(C)cc4)C3)n2)cc1 (stereo not given) was read as NPSR antagonist -1%, aGal spleen mod 3%, CBFb RUNX1 block 15% and Epigenetic reg -0.4%.
For CC(=O)c1c(C)oc2ccc(N(C(C)=O)S(=O)(=O)c3cccc4cccnc34)cc12 the results were NPSR antagonist -7%, aGal spleen mod 5%, CBFb RUNX1 block 4% and Epigenetic reg 12%.
`COc1ccc2[nH]cc(CCNc3ncncc3-c3ccccc3Cl)c2c1` gave aGal spleen mod -30%, IMPase Li cell 24% and Lamin A splicing inconclusive.

Screening results from PubChem BioAssay.
